KCNK3 block – human KCNK3 channel inhibition, primary screen; B-score at 10 µM; 340,000 compounds, 0.84% hits; O14649; AID 602410; CHO-KCNK3 thallium flux, FluxOR fluorescence; stronger effect = lower value;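 active = B-score under library mean minus 4 SD, starting fluorescence ratio at most library mean plus 5 SD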;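 note: more negative B-score means stronger inhibition of thallium flux through KCNK3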
KCNK9 block – blocks the human KCNK9 two-pore domain potassium channel; HEK293 KCNK9, FluxOR thallium flux fluorescence; stronger effect = lower value; AID 488922; Q9NPC2; B-score at 10 µM; 310,000 compounds, 1.2% hits;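 active = ratio B-score over 3 SD below the library mean, with starting fluorescence within 5 SD of its mean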;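 note: negative B-score means less thallium flux so channel inhibition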
KCNQ1 block – blocks the human KCNQ1 potassium channel | P51787 | CHO-K1 KCNQ1, FluxOR thallium flux fluorescence; stronger effect = higher value | B-score at 10 µM | 310,000 compounds, 1.3% hits | AID 2642;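 active = compounds whose thallium flux B-score, printed positive for inhibition, exceeds three library SD while starting fluorescence stays within three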;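 note: channel opened by potassium depolarization with thallium stimulus after 20 min compound exposure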
MrgX1 agonist – human MrgX1 receptor agonism, primary screen. MrgX1-HEK293 cells, Fluo-4 calcium fluorescence, agonist mode; stronger effect = higher value. B-score at 10 µM. 310,000 compounds, 0.44% hits;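 active = calcium response B-score plate-corrected fluorescence ratio at least 3 library SD, with starting fluorescence B-score inside 5 SD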
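times = overnight plating, then 30 min 37 °C plus 30 min room-temperature dye loading | assay system = stable human MrgX1 HEK293 cell line | input = fifteen thousand cells per well | signal = kinetic calcium dye fluorescence, Fluo-4 NW | dosing = compound delivered in addition one of three | read-out = B-scored fluorescence response ratio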
MrgX1 PAM – human MrgX1 positive allosteric modulation, primary screen | Q96LB2 | MrgX1-HEK293, Fluo-4 calcium flux, FDSS; stronger effect = higher value | B-score at 10 µM | 310,000 compounds, 0.63% hits | AID 588675;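 active = plate-corrected calcium response at least 3 library SD above typical, normal starting fluorescence, not activating the receptor alone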;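 note: compound read alongside a low EC10 to EC30 dose of BAM8-22 agonist; peak minus trough fluorescence over baseline measured at the second addition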
hERG protect – shields human hERG channel from block by proarrhythmic agents; CHO-hERG, FluxOR thallium flux, dofetilide IC70 present; activation (rescue from dofetilide block), less the hit threshold, % at 10 µM; AID 1511; Q12809; 310,000 compounds, 0.51% hits;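 active = activation above the mean of controls blocked by dofetilide plus 5 SD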;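 note: thallium influx through hERG after potassium depolarization seen as dye fluorescence rise; in these data hits start at about 4.7%; inactives centre near -7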
RGS4 act – potentiators or activators of RGS4; HEK293 M3R/inducible RGS4, carbachol calcium flux Fluo4; stronger effect = lower value; B-score at 10 µM; 310,000 compounds, 0.92% hits; AID 463111;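 active = B-score of the integrated calcium signal more than 4 SD below the library mean, with starting fluorescence not abnormally high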;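 note: negative B-score means reduced calcium response which marks RGS4 activation or potentiation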
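Assay system: Inducible-RGS4 HEK293 cells carrying M3 receptor | Schedule: Compound preincubation 20 min at room temperature before agonist | Signal: Kinetic calcium fluorescence imaging with Fluo4-AM dye, 2 µM | Read-out basis: B score from integrated fluorescence ratio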
KCNQ1 act – potentiators or activators of human KCNQ1 potassium channel. AID 2648. 310,000 compounds, 0.35% hits. P51787. B-score at 10 µM. CHO-K1 KCNQ1, thallium flux FluxOR fluorescence; stronger effect = higher value;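 active = fluorescence ratio B-score, a plate-corrected score, at least three library SD, with initial intensity B-score within 5 SD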
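System: Stable KCNQ1 CHO-K1 line | Incubation: 90 min dye loading and 20 min compound exposure, both at room temperature | Measure: Ratio B score | Medium: Assay buffer for compound exposure, DMSO matched across wells | Compound dosing: Single-concentration screen | Probe or stimulus: K+/Tl+ depolarizing stimulus | Measured by: Kinetic FluxOR fluorescence, 10 s baseline plus 110 s post-stimulus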
ANO1 activ – activators or potentiators of mouse TMEM16A chloride channel. B-score at 10 µM. Q8BHY3. HEK293 TMEM16A/YFP-H148Q/I152L, iodide quench fluorescence; stronger effect = lower value. 340,000 compounds, 0.3% hits;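 active = fluorescence-ratio B-score plate-corrected deviation score at least 3 library SD below zero, with starting fluorescence score within 5 deviations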;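 note: channel opened by trigger with iodide after compound preincubation; score built on the fluorescence ratio of max minus min over baseline; more negative score means more quench and so TMEM16A activation or potentiation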
Target sequence (Q8BHY3 whole entry, looked up): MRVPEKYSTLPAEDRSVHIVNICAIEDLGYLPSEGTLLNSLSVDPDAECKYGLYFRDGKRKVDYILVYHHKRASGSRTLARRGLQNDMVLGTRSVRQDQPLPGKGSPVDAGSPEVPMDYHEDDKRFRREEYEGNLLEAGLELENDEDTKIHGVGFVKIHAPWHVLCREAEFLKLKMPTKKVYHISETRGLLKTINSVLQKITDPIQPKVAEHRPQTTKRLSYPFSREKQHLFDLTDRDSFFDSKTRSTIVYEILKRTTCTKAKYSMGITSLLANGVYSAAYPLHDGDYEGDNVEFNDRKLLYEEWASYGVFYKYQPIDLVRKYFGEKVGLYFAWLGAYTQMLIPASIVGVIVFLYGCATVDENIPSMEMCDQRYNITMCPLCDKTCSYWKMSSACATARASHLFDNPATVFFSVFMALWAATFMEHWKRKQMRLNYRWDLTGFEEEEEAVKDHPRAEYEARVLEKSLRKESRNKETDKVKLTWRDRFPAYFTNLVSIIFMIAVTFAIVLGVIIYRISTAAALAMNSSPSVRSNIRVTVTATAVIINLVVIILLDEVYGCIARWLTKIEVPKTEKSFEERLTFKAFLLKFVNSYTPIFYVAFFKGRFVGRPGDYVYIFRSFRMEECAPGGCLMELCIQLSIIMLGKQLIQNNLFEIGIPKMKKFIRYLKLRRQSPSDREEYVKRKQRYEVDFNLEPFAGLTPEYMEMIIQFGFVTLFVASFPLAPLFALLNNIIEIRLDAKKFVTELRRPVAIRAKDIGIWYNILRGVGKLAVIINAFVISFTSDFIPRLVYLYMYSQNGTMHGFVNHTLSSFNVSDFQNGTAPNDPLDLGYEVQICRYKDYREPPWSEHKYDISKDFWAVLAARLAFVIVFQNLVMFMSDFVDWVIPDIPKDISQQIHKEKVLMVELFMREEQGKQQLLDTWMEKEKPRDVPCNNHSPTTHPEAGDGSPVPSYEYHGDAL
ANO1 block – mouse TMEM16A channel inhibition, primary screen | Q8BHY3 | 310,000 compounds, 1.2% hits | AID 588511 | HEK293 TMEM16A/YFP iodide influx fluorescence, ionomycin | normalized B-score (activity score, 25-100; higher = stronger inhibition) at 10 µM;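 active = ratio plate-corrected score three or more library SD toward inhibition, starting fluorescence score within five deviations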;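 note: score derived from kinetic fluorescence span divided by baseline fluorescence per well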
RGS4 inh – human RGS4 inhibition. B-score at 10 µM. 310,000 compounds, 0.45% hits. P49798. HEK293 M3R/RGS4 inducible, Fluo-4 calcium flux; stronger effect = higher value; triggered by carbachol at its EC20;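 active = B-score, a plate-corrected calcium signal, over three deviations above library mean, with baseline fluorescence within five deviations of library mean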;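 note: RGS4 expression induced by doxycycline in cells with stable M3 receptor; B-score is computed from the integrated fluorescence ratio over baseline after carbachol; higher B-score means a larger calcium signal and so more RGS4 inhibition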
The depositor's hits bear a star; i = inactive; nt = not tested or not shown.

SMILES	KCNK3 block	KCNK9 block	KCNQ1 block	MrgX1 agonist	MrgX1 PAM	hERG protect	RGS4 act	KCNQ1 act	ANO1 activ	ANO1 block	RGS4 inh
C=CCn1c(SCCOc2ccc(OC)cc2)nnc1C(NC(=O)c1ccc(OC)cc1)C(C)C (centres undefined)	i	i	i	i	i	-7.8	i	i	i	i	i
CC1CCCCC1NC(=O)CCS(=O)(=O)c1ccc2c(c1)NC(=O)CO2 (centres undefined)	i	i	i	i	i	-0.8	i	i	i	i	i
O=C(CN(C(=O)c1ccc(Cl)cc1)C1CCCCC1)Nc1ccc(Cl)c([N+](=O)[O-])c1	i	i	i	i	i	-8.0	i	i	i	i	i
CCN(Cc1ccccc1)C(=O)COC(=O)CNS(=O)(=O)c1ccc(C)cc1	i	i	i	i	i	-6.8	i	i	i	i	i
Cc1cccc(OCCSc2nc3ccccc3n2CCC(=O)O)c1	i	i	i	i	i	-12.1	i	i	i	i	i
Cc1cc(C)n(C(=O)c2ccc(S(=O)(=O)N3CCOCC3)cc2)n1	i	i	i	i	i	-10.4	i	i	i	i	i
CCc1ccc(OCC(=O)N2CCN(c3ccccn3)CC2)c(Br)c1	i	i	i	i	i	-4.7	i	i	i	i	i
O=C(NNC(=O)c1ccccc1-n1cccc1)c1cccc(Cl)c1	i	i	i	i	i	-4.5	i	i	i	i	i
Cc1onc(-c2ccccc2)c1C(=O)N/N=C/c1cc(Br)c(Br)o1	i	i	i	i	i	-11.1	i	i	i	i	i
CC(C)COc1nc2ccccc2nc1C(C#N)C(=O)NC1CCCCC1 (centres undefined)	i	i	i	i	i	-7.3	i	i	i	i	i
CC(C)(C)c1csc(NNC(=O)c2ccc(Br)cc2)n1	i	i	i	i	i	-9.9	i	i	i	i	i
COc1ccc(S(=O)(=O)NC(C)C(=O)Nc2cccc([N+](=O)[O-])c2)cc1 (centres undefined)	i	i	i	i	i	-2.0	i	i	i	i	i
COc1ccc(-c2nc(-c3ccccc3)[nH]c(=O)c2C#N)cc1	i	i	i	i	i	0.6	i	i	i	i	i
COc1cc2c(cc1OC)C(c1cccs1)NCC2 (centres undefined)	i	i	i	i	i	-2.1	i	i	i	i	i
Cc1ccc(NC(=O)Cn2nc(C)c(S(=O)(=O)N(C)C)c2C)cc1	i	i	i	i	i	-6.9	i	i	i	i	i
COc1cccc(-c2onc3ccc(C4(C)OCCO4)cc23)c1	i	i	i	i	i	-20.4	i	i	i	i	i
O=C(CC1Sc2ccccc2NC1=O)Nc1cccc(C(=O)O)c1 (centres undefined)	i	i	i	i	i	-4.1	i	i	i	i	i
Cc1[nH]c2ccccc2c1C(=O)/C=C/c1ccccc1Cl	i	i	i	i	i	-11.3	i	i	i	i	i
N/C(=N\c1nc2c(c(=O)[nH]1)CCCC2)Nc1ccccc1	i	i	i	i	i	-2.5	i	i	i	i	i
CCC(=O)c1ccc(OCC(=O)N2CCN(c3ncccn3)CC2)cc1	i	i	i	i	i	-10.8	i	i	i	i	i
CC(C#N)(NC(=O)COC(=O)c1ccccc1NCCO)C1CC1 (centres undefined)	i	i	i	i	i	-0.6	i	i	i	i	i
CCOC(=O)c1ccc(NC(=O)CN(Cc2ccc(Cl)cc2)S(C)(=O)=O)cc1	i	i	i	i	i	-15.2	i	i	i	i	i
Cc1nc(-c2cccc(S(=O)(=O)N3CCCC(C)C3)c2)cs1 (centres undefined)	i	i	i	i	i	-7.1	i	i	i	i	i
Cc1ccccc1C(=O)NC1CCN(Cc2nnnn2Cc2ccc(F)cc2)CC1	i	i	i	i	i	-9.8	i	i	i	i	i
CC1(C)CC(=O)C=C(Nc2cc(-c3ccccc3)[nH]n2)C1	i	i	i	i	i	-6.0	i	i	i	i	i

(further entries)
SMILES	KCNK3 block	KCNK9 block	KCNQ1 block	MrgX1 agonist	MrgX1 PAM	hERG protect	RGS4 act	KCNQ1 act	ANO1 activ	ANO1 block	RGS4 inh
O=C1CC(c2ccco2)CC(O)=C1C=NCCN1CCN(C(=S)Nc2ccccc2)CC1 (centres undefined)	i	i	i	i	i	-10.1	i	i	i	i	i
CCC(Cc1ccccc1)NS(=O)(=O)c1c(C)nc2sccn2c1=O (centres undefined)	i	i	i	i	i	-7.3	i	i	i	i	i
Cc1cc(C)cc(OCc2nnc(SCC(=O)Nc3ccccc3)o2)c1	i	i	i	i	i	0.6	i	i	i	i	i
CN=C1CC(SC)=C1c1ccc(C)cc1	i	i	i	i	i	-0.7	i	i	i	i	i
CCCCC(=O)c1ccc(O)cc1O	i	i	i	i	i	-5.2	i	i	i	i	i
N#CC1=C(N)OC2=C(C(=O)CCC2)C1C1C=CCCC1 (centres undefined)	i	i	i	i	i	-10.3	i	i	i	i	i
S=C(NCCCN1CCOCC1)Nc1ccc(Cl)cc1Cl	i	i	i	i	i	-6.7	i	i	i	i	i
Cc1nc(NCCc2ccc(S(N)(=O)=O)cc2)c2c(C)c(C)sc2n1	i	i	i	i	i	1.4	i	i	i	i	i
O=C(N/N=C/c1ccc(N2CCOCC2)cc1)C1CC1	i	i	i	i	i	-7.3	i	i	i	i	i
COc1ccc(N2C(=O)C3C4C=CC(C5CC45)C3C2=O)c([N+](=O)[O-])c1 (centres undefined)	i	i	i	i	i	-1.9	i	i	i	i	i
CCc1cc2c(=O)c(-c3cnn(-c4ccccc4)c3)coc2c(CN2CCOCC2)c1O	i	i	i	i	i	-19.9	i	i	i	i	i
O=C(Nc1ccc(SC(F)F)cc1)C12CCC(CC1)C2	i	i	i	i	i	-4.9	i	i	i	i	i
CC1(C)CC2CC(C)(CN2C(=O)CCCN2C(=O)c3ccccc3C2=O)C1 (centres undefined)	i	i	i	i	i	-4.1	i	i	i	i	i
COc1ccc(C(Nc2ccccn2)c2oc(CO)cc(=O)c2O)cc1 (centres undefined)	i	i	i	i	i	-4.5	i	i	i	i	i
O=C(O)/C=C\C(=O)N1CCc2ccccc21	i	i	i	i	i	-7.1	i	i	i	i	i
NS(=O)(=O)c1ccc(CCNC(=O)/C=C/c2ccc([N+](=O)[O-])cc2)cc1	i	i	i	i	i	-10.4	i	i	i	i	i
Cc1ccc(C(=O)NCc2ccncc2)cc1S(=O)(=O)Nc1cccc(C)c1C	i	i	i	i	i	-12.9	i	i	i	i	i
CCN(CCCNC(=O)CSc1cc(=O)n(C)c2cc(Cl)ccc12)Cc1ccccc1	i	i	i	i	i	-5.1	i	i	i	i	i
O=C(Nc1ccn(-c2ccccc2)n1)c1ccc(Cl)cc1	i	i	i	i	i	-3.8	i	i	i	i	i
Cc1c(C(=O)c2ccc(F)cc2)c2ccccn2c1CCc1ccccn1	i	i	i	i	i	-16.0	i	i	i	i	i
O=S(=O)(O)CCN1CCOCC1	i	i	i	i	i	-5.4	i	i	i	i	i
CCOc1ccc(-n2c(SCC(=O)OC)nc3sc4c(c3c2=O)CCN(C)C4)cc1	i	i	i	i	i	-3.2	i	i	i	i	i
O=C(O)CCCNC(=O)/C(=C\c1ccccc1F)NC(=O)c1ccccc1	i	i	i	i	i	-8.5	i	i	i	i	i
O=C1NN=C(c2ccccc2)CC1c1ccc(Cl)cc1Cl (centres undefined)	i	i	i	i	i	-1.6	i	i	i	i	i
Cc1ccnc(Sc2ccc([N+](=O)[O-])cc2[N+](=O)[O-])n1	i	i	i	i	i	-13.3	i	i	i	i	i

Next compounds follow:
SMILES	KCNK3 block	KCNK9 block	KCNQ1 block	MrgX1 agonist	MrgX1 PAM	hERG protect	RGS4 act	KCNQ1 act	ANO1 activ	ANO1 block	RGS4 inh
COc1ccc(OCC(=O)Nc2ccc3c(c2)nc(CCN2CCC(C)CC2)n3C)cc1	i	i	i	i	i	-10.7	i	i	i	i	i
O=C(O)c1cc([N+](=O)[O-])ccc1NCc1ccccc1	i	i	i	i	i	-2.9	i	i	i	i	i
O=C(CCC(=O)N1CCSc2ccccc21)NCCc1ccccc1	i	i	i	i	i	-10.3	i	i	i	i	i
O=C(COC(=O)c1cccs1)c1ccc2c(c1)OCCO2	i	i	i	i	i	-2.2	i	i	i	i	i
Cc1ccc(S(=O)(=O)c2c(N)n(CC3CCOC3)c3nc4ccccc4nc23)cc1 (centres undefined)	i	i	i	i	i	-2.2	i	i	i	i	i
O=C(O)c1cc2c(N3CCC(Cc4ccccc4)CC3)ncnc2s1	i	i	i	i	i	-0.2	i	i	i	i	16.6*
CCN(CC(=O)Nc1ccc(S(=O)(=O)N2CCCC2)cc1)CC(=O)Nc1cccc(OC)c1	i	i	i	i	i	-11.2	i	i	i	i	i
CCN(c1ccccc1)S(=O)(=O)c1ccc(C(=O)N(CCN(C)C)c2nc3c(F)cc(F)cc3s2)cc1	nt	i	i	i	i	-13.1	i	i	nt	i	13.7*
COCC(=O)N1CCC(n2nnc3cc(C(F)(F)F)ccc32)CC1	i	i	i	i	i	-12.4	i	i	i	i	i
O=C(NC1CCCCCC1)c1ccc(CS(=O)Cc2ccccc2Cl)o1 (centres undefined)	i	i	i	i	i	-5.0	i	i	i	i	i
CC(C)C[C@H](NC(=O)c1nc[nH]c1C(=O)N1CCN(c2ccccc2)CC1)C(=O)OCc1ccccc1	i	i	i	i	i	-10.8	i	i	i	i	i
O=C1CC(N2CCCN(C3CC(=O)N(c4ccc(F)cc4)C3=O)CC2)C(=O)N1c1ccc(F)cc1 (centres undefined)	i	i	i	i	i	-8.7	i	i	-8.57*	i	i
CCOC(=O)CNC(=O)c1c2c(nc3ccccc13)CCCC2	i	i	i	i	i	-6.5	i	i	i	i	i
O=C(O)c1coc2ccccc12	nt	i	i	i	i	-2.2	i	i	nt	i	i
CCOC(=O)c1cc(-c2ccc(C)cc2)n(CCC(=O)N2CCN(c3ccccn3)CC2)c1C	i	i	i	i	i	-5.1	i	i	i	i	i
Cc1ccc(C(=O)Nc2ccc(C(=O)O)cc2)cc1S(=O)(=O)NCc1ccccc1	i	i	i	i	i	-8.2	i	i	i	i	i
C=C(C)C(=O)OCC(O)COc1ccc(C(C)(C)c2ccc(OCC(O)COC(=O)C(=C)C)cc2)cc1 (centres undefined)	-12*	i	9*	i	i	-19.1	i	i	i	100*	i
O=C(N/N=C/c1ccnc2ccccc12)c1ccccc1O	i	i	i	i	i	-6.5	i	i	i	i	i

Bioassay records (PubChem)
